HBB splicing: alters splicing of the hemoglobin beta chain; HBB splicing reporter cell assay, activation; EGFP reporter with mutant IVS2-654 intron; response scale: normalised to 500 nM splice-correcting PNA; AID 925; 65,000 tested, 0.06% active; Potency, µM (series often up to 46.1 µM), for the others: top-dose activation, actives largely listed as activators; also: potency is read from the fitted curve at half-maximal effect; 0% is about no effect
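Compounds were applied for 2 days to HeLa EGFP-654 cells, 500/well in Optimem with 2% FCS. The reporter's EGFP is disrupted by mis-splicing of beta-globin intron IVS2-654. Readout: summed well GFP fluorescence from 488 nm laser scanning; reference was 500 nM antisense […] 654 PNA.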
HADH2 inh: HADH2 (human) dehydrogenase inhibition | Q99714 | recombinant HADH2, NADH fluorescence, beta-hydroxybutyryl-CoA | Potency, µM (top dose mostly 57.1 µM), without a hit: at the highest dose activity change, negative = inhibition, actives largely listed as inhibitors | 73,000 tested, 3.4% active | AID 886; also: potency is read from the fitted curve at half-maximal effect; % is scaled to controls: 0 for no effect and ±100 for the full control effect; nearly all actives have a fitted effect of over 60% in size; many of its hits are not listed in these tables
Target sequence (Q99714 whole entry, looked up, one chain of several): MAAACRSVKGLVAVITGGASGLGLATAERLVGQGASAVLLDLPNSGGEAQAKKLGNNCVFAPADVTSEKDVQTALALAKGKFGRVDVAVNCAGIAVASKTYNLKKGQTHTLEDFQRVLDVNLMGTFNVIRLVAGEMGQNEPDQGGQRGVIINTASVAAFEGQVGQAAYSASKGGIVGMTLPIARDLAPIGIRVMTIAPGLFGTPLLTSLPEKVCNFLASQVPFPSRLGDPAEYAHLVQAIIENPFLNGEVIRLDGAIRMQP
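E. coli-expressed His-tagged HADH2 tested at 20 nM in alkaline Tris buffer (pH 9.0); oxidation of 90 uM beta-hydroxybutyryl-CoA with 1 mM NAD+ tracked fluorimetrically for 4 min.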
4-MU autofl: compounds fluorescent in 4-MU spectral region. compound autofluorescence, 340/450 nm, 4-MU equivalents; active compounds read high. max dye-equivalent concentration, M. 59,000 tested, 11% active. AID 589; in the data active = max dye-equivalent concentration above about 10 nM; inconclusive = mostly about 1.1 nM to 9.6 nM
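Compounds in 100 mM Tris, pH 8.0, sat 15 min at room temperature before fluorescence was read at 340 nm excitation/450 nm emission; a per-plate six-point 4-MU standard curve converted signals to dye-equivalent concentration at each compound concentration.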
15-hLO inh: blocks human 15-lipoxygenase activity. AID 887. Potency, µM (series often up to 57.1 µM), for inactives: at the top dose activity change, negative = inhibition, hits mostly inhibitors. 74,000 tested, 1.4% active. purified 15hLO-1, xylenol orange hydroperoxide absorbance; also: potency is read from the fitted curve at half-maximal effect; % is scaled to controls: 0 for no effect and ±100 for the full control effect; nearly all actives have a fitted effect of over 55% in size
Target sequence (P16050 whole entry, looked up): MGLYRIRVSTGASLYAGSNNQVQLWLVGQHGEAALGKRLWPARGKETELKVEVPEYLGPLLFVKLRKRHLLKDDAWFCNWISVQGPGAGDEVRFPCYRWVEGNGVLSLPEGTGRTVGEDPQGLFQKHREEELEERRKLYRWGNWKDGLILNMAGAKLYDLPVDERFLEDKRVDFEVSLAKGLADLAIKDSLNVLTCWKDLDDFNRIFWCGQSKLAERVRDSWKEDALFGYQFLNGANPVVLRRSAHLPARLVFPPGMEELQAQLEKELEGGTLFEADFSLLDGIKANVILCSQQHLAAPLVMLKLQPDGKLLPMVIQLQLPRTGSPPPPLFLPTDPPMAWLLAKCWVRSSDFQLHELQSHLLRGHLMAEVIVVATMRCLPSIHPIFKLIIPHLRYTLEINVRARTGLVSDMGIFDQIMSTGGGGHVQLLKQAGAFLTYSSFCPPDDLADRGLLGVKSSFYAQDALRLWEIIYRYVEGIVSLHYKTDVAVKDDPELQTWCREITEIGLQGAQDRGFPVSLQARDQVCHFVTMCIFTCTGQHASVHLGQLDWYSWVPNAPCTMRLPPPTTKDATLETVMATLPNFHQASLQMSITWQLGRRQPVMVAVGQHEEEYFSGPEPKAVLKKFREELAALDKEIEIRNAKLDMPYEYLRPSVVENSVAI
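40 nM 15hLO-1 + cpd, 15 min RT; start w/ 50 uM AA (final), 6 min RT; stop/detect w/ 200 uM XO + 300 uM Fe(II) in 50 mM H2SO4, 30 min; A573/A405. Buffer 25 mM Hepes pH 7.5, 0.01% Triton X-100. No-enzyme wells as negative control.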
Hsp90 Hop PPI: changes Hsp90-Hop TPR2A binding signal, up or down. AlphaScreen TPR2A-His6 binding biotin-Hsp90 C-terminal peptide. Potency, µM (titrated, usually from 57 µM), for the others: at the highest dose activity change, negative = inhibition. 71,000 tested, 0.44% active; active = well fitted curve in either direction with a large enough effect; inconclusive = small, poorly fitted or top-dose-only effect, or another doubt; also: potency is read from the fitted curve at half-maximal effect; % is scaled to controls: 0 for no effect and ±100 for the full control effect; many of its hits are not listed in these tables
Texas Red fluor: compounds fluorescent in Texas Red spectral region. 59,000 tested, 0.06% active. AID 587. max dye-equivalent concentration, M. Compound fluorescence, Texas Red channel, 547/618 nm; active compounds read high; in the data active = max dye-equivalent concentration above about 10 nM; inconclusive = between about 1.1 nM and that limit
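Dye-equivalent concentrations come from scaling compound signal (ex 547, em 618 nm) to six Texas Red standard concentrations run on every plate, after 15 min room-temperature incubation in pH 8.0 Tris (100 mM).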
Ub-GFP proteasome: ubiquitin-GFP accumulation via proteasome inhibition; Ubiquitin-GFP reporter cells, proteasome inhibition, GFP fluorescence; response scale: untreated = 0%, 10 µM MG-132 = 100%; Potency, µM (doses to about 45.9 µM), without a hit: at the highest dose activation (GFP accumulation), most hits filed as activators; 67,000 tested, under 10 active; active = well fitted activation curve with a large enough effect, not every such curve was filed as active; inconclusive = small, poorly fitted or top-dose-only effect, or another doubt; inactive = no such curve, though single readings can be large or run the other way; also: potency is read from the fitted curve at half-maximal effect
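Proteasome blockade was scored as a rise in GFP-expressing U2OS cells carrying a ubiquitin(G76V)-GFP construct, imaged after 4 hr compound treatment at 37 °C across a 46 uM–2.9 nM series.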
DNA Pol III inh: inhibitors of bacterial DNA polymerase III holoenzyme; reconstituted DNA polymerase III holoenzyme replication, biochemical; Potency, µM (top dose mostly 57.1 µM), without a hit: top-dose activity change, negative = inhibition; 71,000 tested, 0.25% active; AID 603; also: potency is read from the fitted curve at half-maximal effect; % is scaled to controls: 0 for no effect and ±100 for the full control effect
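Reconstituted *E. coli* holoenzyme (0.35 nM Pol III, 1 nM beta, 154 nM SSB, 2 nM primase) was preincubated with compound for 15 min at RT. Synthesis on 1.4 nM ssM13Gori ran 35 min, then was stopped with PicoGreen/EDTA and read as dsDNA fluorescence.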
Fluorescein fluor: fluorescein region autofluorescence. Compound autofluorescence, 480/540 nm, fluorescein-equivalent; active compounds read high. AID 593. 59,000 tested, 0.91% active. max fluorescein-equivalent concentration, M; in the data active = max fluorescein-equivalent concentration above about 10 nM; inconclusive = between about 1.1 nM and that limit
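Fluorescein stocks ranging 3 mM down to 300 nM, plus DMSO blanks, were pinned alongside compounds to build a per-plate standard curve. Buffer: 100 mM Tris, pH 8.0. Incubation 15 min, room temperature; filters 480/540 nm.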
GFP derepression: epigenetic modulators derepressing GFP locus in mouse cells. mouse C127i GFP locus derepression, cytometry, 30 h. Potency, µM (top dose mostly 46.1 µM), for inactives: at the top dose GFP derepression (activation). 68,000 tested, 0.09% active. AID 597; also: % of control where 0% means no effect
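Read-out is the number of GFP-positive cells, scored as fluorescent objects 20 to 120 um wide, reflecting derepression of a silenced CMV-GFP reporter in murine C127i cells after 30 h compound exposure at 37 C.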
Rhodamine autofl: compound autofluorescence in rhodamine spectral region; Rhodamine-region fluorescence, 547/598 nm, Tris buffer; active compounds read high; max dye-equivalent concentration, M; 59,000 tested, 0.05% active; in the data active = max dye-equivalent concentration above about 11 nM; inconclusive = between about 1.1 nM and that limit
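Read-out is relative fluorescence at 547 nm excitation and 598 nm emission, expressed as dye-equivalent concentration using rhodamine standards on every plate. Each compound was profiled across a concentration series after 15 min in 100 mM Tris, pH 8.0.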
* marks the source's active call; other numbers are inactive results; i = inactive; ? = inconclusive; · = not tested or not shown; [ ] = dose if it differs, or a comment. Unless noted, calls follow the shape of the dose curve; as a rule, active = well fitted curve in the direction sought with a large enough effect; inconclusive = small, poorly fitted or top-dose-only effect, or another doubt; inactive = no such curve, though single readings can be large; an effect the other way counts as inactive or inconclusive.

1. CCOc1ccccc1C(=O)N(C)Cc1cc2cc(OC)ccc2[nH]c1=O
2. CCOc1cc(N2CCOCC2)c(OCC)cc1NC(=O)COc1cccc2cccnc12
3. CS(=O)(=O)N1CCN(C(=O)Cc2ccccc2)CC1
4. CN1CCN(C(=O)c2c(NC(=O)c3ccco3)sc3c2CCC(C(C)(C)C)C3)CC1 (stereo unspecified)
5. CCOc1ccccc1NC(=O)Cn1nnc(C(=O)NCc2ccco2)c1N
6. O=C1CSC(c2ccncc2)N1Cc1ccco1 (stereo unspecified)
7. COC(=O)CCC(=O)Nc1ccccc1C(N)=O
8. Cc1cc(C)c2[nH]c(=O)c(CN(Cc3ccco3)C(=O)C3CCCO3)cc2c1 (stereo unspecified)

Compound,1,2,3,4,5,6,7,8
HBB splicing,0.1%[0.369 µM],-0.8%,-0.1%,1.4%,-1.2%,-3.1%,-2.4%,·
HADH2 inh,-26%,-1%,3%,15%,17%,-7%,-4%,0%
4-MU autofl,2.9e-07M*,1.6e-08M*,·,·,i,i,·,1.7e-08M*
15-hLO inh,1%,12%,14%,-3%,-16%,17%,3%,-27%
Hsp90 Hop PPI,-5%,?,-2%,?,5%,-5%,-3%,-3%
Texas Red fluor,i,i,·,·,i,i,·,i
Ub-GFP proteasome,·,19%,-7%,1%,-8%,4%,16%,2%
DNA Pol III inh,-5%,-6%,0%,-2%,-7%,-2%,-1%,-6%
Fluorescein fluor,?,i,·,·,i,i,·,?
GFP derepression,4%,-1%,-2%,0%,-3%,1%,2%,3%
Rhodamine autofl,i,i,·,·,i,i,·,i

Four entries from above, field by field:
8) Cc1cc(C)c2[nH]c(=O)c(CN(Cc3ccco3)C(=O)C3CCCO3)cc2c1 (stereo unspecified)
  HBB splicing: · | HADH2 inh: 0% | 4-MU autofl: 1.7e-08M* | 15-hLO inh: -27% | Hsp90 Hop PPI: -3% | Texas Red fluor: i | Ub-GFP proteasome: 2% | DNA Pol III inh: -6% | Fluorescein fluor: ? | GFP derepression: 3% | Rhodamine autofl: i

3) CS(=O)(=O)N1CCN(C(=O)Cc2ccccc2)CC1
  HBB splicing: -0.1% | HADH2 inh: 3% | 4-MU autofl: · | 15-hLO inh: 14% | Hsp90 Hop PPI: -2% | Texas Red fluor: · | Ub-GFP proteasome: -7% | DNA Pol III inh: 0% | Fluorescein fluor: · | GFP derepression: -2% | Rhodamine autofl: ·

4) CN1CCN(C(=O)c2c(NC(=O)c3ccco3)sc3c2CCC(C(C)(C)C)C3)CC1 (stereo unspecified)
  HBB splicing: 1.4% | HADH2 inh: 15% | 4-MU autofl: · | 15-hLO inh: -3% | Hsp90 Hop PPI: ? | Texas Red fluor: · | Ub-GFP proteasome: 1% | DNA Pol III inh: -2% | Fluorescein fluor: · | GFP derepression: 0% | Rhodamine autofl: ·

2) CCOc1cc(N2CCOCC2)c(OCC)cc1NC(=O)COc1cccc2cccnc12
  HBB splicing: -0.8% | HADH2 inh: -1% | 4-MU autofl: 1.6e-08M* | 15-hLO inh: 12% | Hsp90 Hop PPI: ? | Texas Red fluor: i | Ub-GFP proteasome: 19% | DNA Pol III inh: -6% | Fluorescein fluor: i | GFP derepression: -1% | Rhodamine autofl: i

Following part
9. Cc1ccc(Nc2oc(C)nc2C#N)cc1
10. Cc1ccc(C)c(OCCCC(=O)O)c1
11. CCNc1nc(NCC)nc(OCCOC(=O)c2ccccc2)n1
12. CCCn1c(SCC(=O)Nc2ccc3c(c2)OCCO3)nnc1-c1ccco1
13. CCCCn1nnnc1SCC(=O)Nc1sc2c(c1C#N)CCCC2
14. CCC(C)(C)n1nnnc1C(c1ccccc1OC)N1CCSCC1 (stereo unspecified)
15. O=c1c(-c2nc3ccccc3o2)c2oc3ccccc3n2c2ccccc12
16. O=C(NC1CCCCC1)N1CCC(c2nc3ccccc3[nH]2)CC1

Compound,9,10,11,12,13,14,15,16
HBB splicing,-0.2%[57.5 µM],-2.0%,-0.3%[57.5 µM],0.7%,·,·,-2.1%,·
HADH2 inh,-7%,1%,8%,6%,9%,6%,44%[activator],3%
4-MU autofl,i,i,i,i,i,i,1.3e-07M*,i
15-hLO inh,-16%,-1%,-32%,-6%,-17%,12%,15%,3%
Hsp90 Hop PPI,-1%,-3%,53%,-1%,-2%,0%,-4%,-3%
Texas Red fluor,?,?,i,?,i,i,?,i
Ub-GFP proteasome,2%,-2%,6%,1%,1%,5%,0%,1%
DNA Pol III inh,-1%,-3%,-3%,-1%,-6%,-2%,-4%,-1%
Fluorescein fluor,?,i,i,i,?,i,?,i
GFP derepression,-4%,5%,-1%,-1%,2%,0%,0%,1%
Rhodamine autofl,i,i,i,i,i,i,i,i

17. COc1ccc(C(=O)N2CCC3(CCN(C(=O)Nc4ccccc4)CC3)CC2)cc1
18. COc1ccc(OC)c(C2/C(=C(\O)c3ccc4c(c3)OCCO4)C(=O)C(=O)N2CCCN(C)C)c1 (stereo unspecified)
19. C=CCOc1ccc(/C(O)=C2\C(=O)C(=O)N(CCCOC)C2c2ccncc2)cc1 (stereo unspecified)
20. CCOc1cccc2cc(-c3nnc(NCc4ccco4)s3)c(=O)oc12
21. c1ccc(CC2CCN(c3nc4ccccc4n4nnnc34)CC2)cc1
22. Cc1cnnc2c1-c1nonc1CC2
23. COc1ccc(S(=O)(=O)Nc2c(C)n(C)n(-c3ccccc3)c2=O)cc1
24. O=C(Nc1ccc2ncccc2c1)Nc1ccc2ncccc2c1

Compound,17,18,19,20,21,22,23,24
HBB splicing,1.2%,·,-0.2%[0.369 µM],-0.3%,-4.1%,5.2%[0.369 µM],1.3%,2.0%[9.22 µM]
HADH2 inh,-2%,·,-24%,5%,-20%,11%,13%,0%[11.4 µM]
4-MU autofl,i,i,i,?,2.5e-07M*,i,i,?
15-hLO inh,5%,·,-11%,-17%,-4%,-2%,4%,1%[11.4 µM]
Hsp90 Hop PPI,-3%,·,-2%,3%,?,-2%,0%,-2%[11 µM]
Texas Red fluor,i,i,?,i,i,i,?,?
Ub-GFP proteasome,0%,·,·,-2%,-4%,·,-9%,0%[9.17 µM]
DNA Pol III inh,-12%,·,-2%,-11%,-3%,-5%,-4%,-18%[11.4 µM]
Fluorescein fluor,i,i,i,?,?,?,?,i
GFP derepression,0%[9.22 µM],-4%[20.6 µM],0%,0%,1%,3%,2%,0%[9.22 µM]
Rhodamine autofl,i,i,i,i,i,i,i,i

25. Cc1noc(C)c1C(=O)N1CCC2(CCCN(c3ccccn3)C2)CC1
26. COc1ccc(S(=O)(=O)N2CCCC(C(=O)N3CCN(C)CC3)C2)cc1C (stereo unspecified)
27. CCN(CC)C(=O)C1CCN(Cc2cccc(OCc3ccccc3)c2)CC1
28. CC(C)(C)CC(=O)Nc1nnc(-c2cccs2)s1
29. CC(=O)NCC(=O)N(c1ccccc1)C1(C(=O)NC2CCCCC2)CCCCC1
30. CCC1(C)N(O)C(C)(C)C(c2ccc(OC)cc2)=[N+]1[O-] (stereo unspecified)
31. O=C(c1cccc(F)c1)N1CCC2(CCCN(c3ncccn3)C2)CC1
32. O=C1CC2CS(=O)(=O)CC2N1c1ccc(Cl)cc1Cl (stereo unspecified)
33. COc1cccc(NC(=O)COC(=O)c2ccco2)c1
34. Cc1cc(=O)n2nc(N3CCCC(C(=O)N4CCOCC4)C3)sc2n1 (stereo unspecified)
35. COc1ccc(-c2cc(=O)[nH]c(NCc3ccccc3)n2)cc1

Compound,25,26,27,28,29,30,31,32,33,34,35
HBB splicing,2.8%,0.3%,·,·,-2.8%,1.5%,-0.1%,-0.8%,1.0%,3.5%,-0.1%
HADH2 inh,-2%,18%,-14%,?,-1%,2%,11%,-3%,8%,2%,-13%
4-MU autofl,i,i,i,?,i,·,i,i,i,i,i
15-hLO inh,-7%,2%,?,2%,-11%,4%,5%,-1%,1%,3%,-12%
Hsp90 Hop PPI,-2%,-3%,3%,-1%,-11%,-1%,3%,-8%,-3%,-4%,-8%
Texas Red fluor,i,i,i,?,i,·,i,i,i,i,i
Ub-GFP proteasome,-1%,-3%,1%,-1%,13%,-1%,-7%,-9%,3%,9%,0%
DNA Pol III inh,-3%,-3%,-3%,0%,-10%,-7%,-4%,3%,4%,0%,-3%
Fluorescein fluor,?,i,?,i,i,·,i,i,?,i,i
GFP derepression,9%[9.22 µM],0%,0%,0%,0%,-2%,-2%[9.22 µM],-1%,-3%,2%,2%
Rhodamine autofl,i,i,i,i,i,·,i,i,i,i,i

Screening data as filed in PubChem.

The list is partial; rates above refer to the full screens.
